GLS inh = blocks human kidney-isoform glutaminase activity. O94925. GLS enzymatic activity, qHTS titration. Potency, µM (highest dose often 45.5 µM), without a hit: at the highest dose activity change, negative = inhibition, hits mostly inhibitors. 410,000 tested, 0.21% active; note: potency is the fitted concentration of half-maximal effect; % is set by controls: 0 for no effect and ±100 for the full control effect
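Read-out is an Amplex red fluorescence increase coupled through glutamate oxidase and HRP, measured before and after 30 min room-temperature incubation. hKGA is in 45 mM KH2PO4 (pH 8.2) with 0.02% Tween-20; glutamine added as 1mM solution.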
PGK inhibitor = T. brucei PGK inhibition | P07378 | PGK/GAPDH coupled, Kinase-Glo luminescence, 60 min | Potency, µM (series often up to 57.5 µM), without a hit: at the highest dose activity change, negative = inhibition, hits mostly inhibitors | 380,000 tested, 0.043% active; note: potency is the fitted concentration of half-maximal effect; % is set by controls: 0 for no effect and ±100 for the full control effect; nearly all actives have a fitted effect of over 60% in size
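Luminescent ATP detection (Kinase-Glo Plus) follows a 60-minute room-temperature incubation, with wells lacking PGK as controls. Buffer: 100 mM TEA (pH 7.6), 5 mM MgCl2, 0.01% Tween-20. Coupling enzyme GAPDH (100 nM final) supplies unstable 1,3-BPG in-well.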
G9a block = blocks human histone lysine methyltransferase G9a | AID 504332 | Potency, µM (doses to about 102 µM), for inactives: top-dose activity, negative = inhibition, usual class: inhibitors | 350,000 tested, 8.8% active | G9a H3K9 monomethylation, AlphaScreen, 2 h; note: potency is the fitted concentration of half-maximal effect; % is set by controls: 0 for no effect and ±100 for the full control effect; nearly all actives have a fitted effect of over 75% in size
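Signal arises when biotinylated H3K9 peptide, once monomethylated, bridges streptavidin donor and antibody-captured acceptor beads. Enzyme at 20 nM was preincubated 15 min with test compounds; peptide 500 nM and SAM 20 uM then reacted for 2 h.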
BAZ2B inh = blocks human BAZ2B. 360,000 tested, 4.4% active. AlphaScreen BAZ2B-H3K14Ac peptide displacement. Potency, µM (titrated, usually from 114 µM), for the others: top-dose activity change, negative = inhibition, actives largely listed as inhibitors. Q9UIF8; note: potency is the fitted concentration of half-maximal effect; % is set by controls: 0 for no effect and ±100 for the full control effect; nearly all actives have a fitted effect of over 60% in size
Target sequence (Q9UIF8 whole entry, looked up): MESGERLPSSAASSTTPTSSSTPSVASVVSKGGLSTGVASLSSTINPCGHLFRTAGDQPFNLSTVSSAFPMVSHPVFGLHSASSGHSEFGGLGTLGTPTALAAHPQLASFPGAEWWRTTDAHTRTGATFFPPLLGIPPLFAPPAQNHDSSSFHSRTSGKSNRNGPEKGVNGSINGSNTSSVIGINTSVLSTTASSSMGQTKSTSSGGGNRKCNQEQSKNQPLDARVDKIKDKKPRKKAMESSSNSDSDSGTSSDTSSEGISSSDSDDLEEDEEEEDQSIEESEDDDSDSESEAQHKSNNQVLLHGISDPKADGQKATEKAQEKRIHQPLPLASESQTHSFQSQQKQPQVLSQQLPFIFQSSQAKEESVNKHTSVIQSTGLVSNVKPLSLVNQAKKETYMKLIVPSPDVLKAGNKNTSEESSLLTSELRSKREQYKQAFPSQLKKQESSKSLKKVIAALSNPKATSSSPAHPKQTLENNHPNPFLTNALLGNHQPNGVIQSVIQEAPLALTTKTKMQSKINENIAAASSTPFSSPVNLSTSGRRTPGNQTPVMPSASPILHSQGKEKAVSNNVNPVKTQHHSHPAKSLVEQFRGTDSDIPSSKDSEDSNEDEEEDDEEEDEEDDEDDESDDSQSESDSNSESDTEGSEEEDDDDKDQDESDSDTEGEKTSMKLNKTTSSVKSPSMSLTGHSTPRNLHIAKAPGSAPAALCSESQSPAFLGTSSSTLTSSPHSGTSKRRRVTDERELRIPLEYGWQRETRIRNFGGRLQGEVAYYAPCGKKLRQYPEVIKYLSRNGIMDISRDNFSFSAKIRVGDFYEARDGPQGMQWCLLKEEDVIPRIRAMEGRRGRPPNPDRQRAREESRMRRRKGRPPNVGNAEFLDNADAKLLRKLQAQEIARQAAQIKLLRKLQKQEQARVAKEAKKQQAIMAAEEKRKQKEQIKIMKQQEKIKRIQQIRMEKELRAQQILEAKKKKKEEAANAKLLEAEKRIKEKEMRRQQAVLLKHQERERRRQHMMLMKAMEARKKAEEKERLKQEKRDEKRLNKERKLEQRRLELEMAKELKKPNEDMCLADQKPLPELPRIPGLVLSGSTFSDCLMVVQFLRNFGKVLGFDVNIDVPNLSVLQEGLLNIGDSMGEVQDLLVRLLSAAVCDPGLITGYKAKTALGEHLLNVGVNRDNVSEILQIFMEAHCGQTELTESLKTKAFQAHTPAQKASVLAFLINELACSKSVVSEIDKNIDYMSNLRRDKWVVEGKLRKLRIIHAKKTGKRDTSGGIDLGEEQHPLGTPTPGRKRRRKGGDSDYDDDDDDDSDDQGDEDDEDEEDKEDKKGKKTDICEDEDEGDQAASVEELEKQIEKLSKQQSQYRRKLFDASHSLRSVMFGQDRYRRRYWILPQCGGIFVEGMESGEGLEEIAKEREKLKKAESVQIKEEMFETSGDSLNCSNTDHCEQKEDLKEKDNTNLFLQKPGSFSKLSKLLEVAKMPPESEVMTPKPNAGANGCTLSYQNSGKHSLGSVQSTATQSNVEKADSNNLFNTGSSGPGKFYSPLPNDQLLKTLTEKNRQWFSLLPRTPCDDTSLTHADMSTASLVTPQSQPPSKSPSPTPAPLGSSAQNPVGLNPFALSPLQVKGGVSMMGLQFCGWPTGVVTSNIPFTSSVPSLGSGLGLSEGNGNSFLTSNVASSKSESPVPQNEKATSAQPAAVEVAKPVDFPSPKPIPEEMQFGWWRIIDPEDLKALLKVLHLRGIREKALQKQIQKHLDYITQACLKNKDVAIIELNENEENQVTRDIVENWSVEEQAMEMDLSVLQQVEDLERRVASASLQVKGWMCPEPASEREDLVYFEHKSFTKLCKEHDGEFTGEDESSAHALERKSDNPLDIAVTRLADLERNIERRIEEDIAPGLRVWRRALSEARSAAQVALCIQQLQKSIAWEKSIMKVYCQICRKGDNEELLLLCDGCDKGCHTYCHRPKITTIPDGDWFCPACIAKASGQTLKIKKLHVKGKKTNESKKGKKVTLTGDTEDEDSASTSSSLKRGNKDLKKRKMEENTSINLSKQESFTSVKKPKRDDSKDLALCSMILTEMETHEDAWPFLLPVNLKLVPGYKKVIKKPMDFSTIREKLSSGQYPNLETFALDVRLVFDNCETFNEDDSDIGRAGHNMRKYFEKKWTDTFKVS
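AlphaScreen displacement of biotin-H3(5-23)K14Ac peptide (50 nM final) from BAZ2B (50 nM final) in PBS pH 7.4, 0.01% Tween-20; complex preformed 30 min RT, then compounds (top 110 uM) 30 min RT, beads 20 min dark.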
PI4K2A block = blocks human PI4K2A kinase activity; purified PI4K2A, ADP-Glo luminescence, 1 h; active compounds read low; activity change, negative = inhibition, % at 76.9 µM; 420,000 tested, 0.13% active; AID 1346378; in the data active = activity change below about -50%; inconclusive = mostly about -30% to -49%;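 note: -100% = wells without enzyme as full effect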
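ADP-Glo luminescence measured ADP generated by PI4K2A enzyme (4 ug/mL before mixing) with 1.2 mM PI substrate (pre-mix) and 300 microM ATP (pre-mix). Tris pH7.5 buffer with MgCl2, Triton X-100; 1 h reaction at ambient temperature.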
JMJD2A Tudor = JMJD2A Tudor domain (human) inhibition. O75164. AlphaScreen JMJD2A-Tudor / H3K4me3 peptide binding. Potency, µM (top dose mostly 114 µM), inactives show top-dose activity change, negative = inhibition, usual class: inhibitors. 390,000 tested, 4.4% active. AID 504339; note: potency is the fitted concentration of half-maximal effect; % is set by controls: 0 for no effect and ±100 for the full control effect; nearly all actives have a fitted effect of over 50% in size
HP1b binding inh = blocks HP1-beta chromodomain binding to methylated histone tails; P83916; AlphaScreen HP1-beta / biotin-H3K9me3 peptide binding; Potency, µM (top dose mostly 114 µM), for inactives: top-dose activity change, negative = inhibition, actives largely listed as inhibitors; 390,000 tested, 0.56% active; note: potency is the fitted concentration of half-maximal effect; nearly all actives have a fitted effect of over 70% in size; inactives centre near 23
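Compound inhibition of the preformed complex between 50 nM HP1-beta and 50 nM biotinylated H3K9me3 peptide was read by AlphaScreen. Buffer was PBS pH 7.4 with 0.01% Tween-20. Incubations ran 30 min at room temperature, with 10 ug/mL donor/acceptor beads.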
Pol eta inh = blocks human DNA polymerase eta activity. 390,000 tested, 1.2% active. Potency, µM (titrated, usually from 114 µM), without a hit: at the highest dose activity change, negative = inhibition, actives largely listed as inhibitors. Q9Y253. AID 588591. recombinant Pol eta, fluorescent DNA replication assay; note: potency is the fitted concentration of half-maximal effect; % is set by controls: 0 for no effect and ±100 for the full control effect
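Fluorescent replication assay: 50 nM final substrate added after a 15 min room-temperature compound preincubation with 10 nM enzyme. Signal taken at 0 min and again at 10 min.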
Pin1 inhibitor = blocks the human prolyl isomerase Pin1; Potency, µM (doses to about 115 µM), inactives show at the highest dose activity, negative = inhibition, most hits filed as inhibitors; 390,000 tested, 0.009% active; Pin1 FP peptide displacement, HiFluor488, 10 min; AID 504891; active = well fitted inhibition curve with a large enough effect in the polarisation, with a control signal flat, not every such curve was filed as active; inconclusive = small, poorly fitted or top-dose-only effect, or effect the other way, or a change in a side signal; inactive = no such curve, though single readings can be large or run the other way; the % refers to the polarisation; note: potency is the fitted concentration of half-maximal effect; % is set by controls: 0 for no effect and ±100 for the full control effect
* marks the source's active call; other numbers are inactive results; i = inactive; u = inconclusive; x = no result given; & = joins results of further samples; [ ] = dose if it differs, or a comment. Unless noted, calls come from the whole dose curve; as a rule, active = well fitted curve in the direction sought with a large enough effect; inconclusive = small, poorly fitted or top-dose-only effect, or another doubt; inactive = no such curve, though single readings can be large; an effect the other way counts as inactive or inconclusive. These rows are one share of the data. The share of hits here may be higher or lower than overall.

item	GLS inh	PGK inhibitor	G9a block	BAZ2B inh	PI4K2A block	JMJD2A Tudor	HP1b binding inh	Pol eta inh	Pin1 inhibitor	Molecule
1	-10%	10%	22%	-11%	0	-11%	24%	0%	-6%	COc1cccc(OCC(O)CNC(C)c2ccccc2)c1 (stereo not given)
2	-6%&0%	-11%	19%	-19%&-4%	10&2	-5%&-5%	35%&30%	-9%&-16%	1%&1%	COc1ccccc1CNC(=O)CN1C(=O)COc2ccc(S(=O)(=O)N3CCCCC3)cc21
3	-4%	0%	u	u	-3	0%	22%	-8%	0%	C=CCn1c(SCC(=O)c2ccc(Cl)cc2)nnc1-c1ccc2c(c1)OCO2
4	-20%	9%	25µM*	-25%	-3	22µM*	u	-4%	4%	Oc1ccc(/C=N/Nc2ccccc2)cc1
5	0%	i	9%[59 µM]	12%	-3	18%	35%	-11%	1%	O=C(COC(=O)c1cccs1)NCc1ccccc1
6	-3%	-2%	-5%[59 µM]	-4%	-10	13%	28%	-14%	0%	CC(=O)N1CCc2cc(S(=O)(=O)NCCC(=O)NCCc3ccccc3)ccc21
7	-14%	-9%	-11%	u	2	-18%	10%	-29%	3%	COc1ccc(S(=O)(=O)N(C)C)cc1NCC(=O)Nc1ccc(Br)c(C)c1
8	-10%	-5%	x	-11%	1	-31%	-3%	-15%	3%	O=C1c2cccnc2C(Nc2ccc(S(=O)(=O)N3CCCCC3)cc2)N1Cc1ccccc1 (stereo not given)
9	3%	5%	16%	-5%[57.1 µM]	2	-12%	32%[activator]	3%	-2%	Cc1ccc(NC(=O)CCc2c(C)nn(-c3ccc(N4CCOCC4)nn3)c2C)cc1
10	3%	8%	u	u	7	-26%	-1%	-7%	4%	CC(C)(C)c1ccc(/C=C/C(=O)NCCCn2ccnc2)cc1
11	-2%	i	-9%[2.33 µM]	0%	3	-4%	31%	-2%	0%	c1ccc(NC2=NCCN2CC2CCCCCC2)cc1
12	-8%	-8%	x	x	0	-10%	19%[57 µM]	-15%	35%[activator]	Cn1nc(C(=O)Nc2ccc(-n3cnnn3)cc2)c2ccccc2c1=O
13	-1%	-1%	-8%[0.0925 µM]	10%	-1	8%	28%	-1%	2%	Cc1cccn2c(=O)c3cc(C(=O)NCCC4=CCCCC4)n(C)c3nc12
14	2%	-7%	21%[59 µM]	-4%	3	3%[57.1 µM]	26%	-8%	-9%	Fc1ccccc1CSc1ncn[nH]1
15	-7%	-3%	15%[59 µM]	2%	0	-30%	22%	-12%	1%	O=C(O)CCCNC(=O)CCCNC(=O)C(c1ccccc1)c1ccccc1
16	-1%	3%	-10%[59 µM]	3%	1	-17%	25%	0%	3%	Cn1c(Cn2nnc3ccccc32)nnc1SCC(=O)NCc1ccc2c(c1)OCO2
17	24%	-1%	13%[59 µM]	-3%	1	-29%	7%	0%	0%	COCCCNC(=O)CSC1=Nc2ccccc2C2=NC(CCC(=O)NCc3ccc(OC)cc3)C(=O)N12 (stereo not given)
18	-6%	-6%	23%[12.7 µM]	-7%	4	-22%	23%	-3%	1%	CCOC(=O)Cn1nc(C)n(-c2ccc(C)cc2)c1=O
19	-5%&8%	-7%&9%	29%	-16%	-3&4	-6%&-4%	77%&23%[activator]	-5%&-1%	-9%&-10%	CCN(Cc1ccccc1)C(=O)CCS(=O)(=O)c1ccc2c(c1)oc(=O)n2C
20	5%	6%	56µM*	6%	-1	-5%	29%	-7%	0%	CCc1nc2ccccc2n1CC(=O)OCC(=O)N(CC(C)C)c1c(N)n(Cc2ccccc2)c(=O)[nH]c1=O
21	-14%	-8%	18%[59 µM]	-2%	-1	7%	65%[activator]	-20%	-5%	CCOc1ccccc1OCCCC(=O)OCC(=O)Nc1cccc(Cl)c1
22	4%	-8%	-17%	41%[activator]	-16	-8%	37%	3%	-12%	CC(=O)c1cccc(NC(=O)c2cnn3ccccc23)c1
23	-11%	1%	1%[59 µM]	-17%	-2	u	21%	u	11%	CCCS(=O)(=O)c1ncc(Cl)c(C(=O)Nc2c(C(=O)Nc3ccccc3)oc3ccccc23)n1
24	112%[activator]	9%	-42%	-22%	1	-18%[11.4 µM]	-14%	u	-1%	COC(=O)c1ccccc1N=Nc1c(C)[nH][nH]c1=O
25	-5%	-7%	45µM*	u	-11	u	u	-3%	-4%	CCOc1ccc(S(=O)(=O)NCCC(=O)N2CCN(c3ccc(OC)cc3)CC2)cc1
26	9%	-7%	x	x	-2	u	1%	-15%	-1%	O=C(N[C@@H]1C/C=C\C[C@H](CC(=O)N(CCO)Cc2ccccc2)C(=O)N[C@@H](Cc2c[nH]c3ccccc23)COC1=O)OCC1c2ccccc2-c2ccccc21
27	8%	x	18%[59 µM]	1%	0	6%	33%	-2%	1%	Cc1ccc(Nc2ncnc3sc(C)c(C)c23)cc1
28	27%	-7%	28µM*	40µM*	2	50µM*	-13%	-15%	0%	COCCNC(=O)/C(C#N)=C/c1c(N2CCN(c3ccc(OC)cc3)CC2)nc2c(C)cccn2c1=O
29	-9%	i	-4%[59 µM]	1%	-1	-3%	18%	-9%	5%	Cn1c(CCNC(=O)C2CCCCC2)nc2cc([N+](=O)[O-])ccc21
30	7%	-5%	1%	-10%	-2	-20%	39%[activator]	8%	11%	CN(Cc1ccccc1)S(=O)(=O)c1nnc(NC(=O)c2ccc(F)cc2)s1
31	3%	3%	4%	-3%	-1	-10%	5%	7%	2%	O=C(NCCCN1CCCC1=O)c1ccc(S(=O)(=O)Nc2cccc(C(F)(F)F)c2)cc1
32	0%	-2%	u	0%	2	-14%	26%	-7%	9%	COc1ccc(/C=N/NC(=O)c2cccc(O)c2)cc1Cn1nc(C)c([N+](=O)[O-])c1C
33	-5%	0%	-4%[59 µM]	-31%	-1	-14%	44%	-21%	-4%	Cc1ccc(CCNC(=O)CCc2nc3ccccc3[nH]2)cc1
34	6%	3%	7%	-2%	3	-6%	2%	-10%	1%	CNS(=O)(=O)c1ccc(NC(=O)Nc2cccc(F)c2)cc1
35	-9%	-2%	-17%	-18%	13	-27%	41%	u	0%	O=C(CCl)N1CCN(S(=O)(=O)c2ccc3ccccc3c2)CC1
36	-4%	x	14%[59 µM]	-16%	3	0%	46%[activator]	x	28%	Cc1ccc(S(=O)(=O)c2nnn3c2nc(NC2CCCCC2)c2sccc23)cc1C
37	7%	7%	x	x	1	-11%	24%	-2%	-10%	CC(=O)OCC1OC(OC2C[C@]3(C)C(CC(O)C4C([C@](C)(CCC=C(C)C)OC5OC(CO)C(O)C(O)C5O)CC[C@]43C)[C@@]3(C)CCC(O)C(C)(C)C23)C(O[C@@H]2OC(C)C(O)C(O)C2O)C(O)C1O (stereo not given in full)
38	6%	-5%	2%[59 µM]	-11%	-4	-17%	14%	-15%	u	COc1ccc(CNC(=O)Cn2c(=O)cc(-c3ccccc3)c3c(C)nn(C)c32)cc1
39	1%	i	0%[59 µM]	-2%	4	-19%	25%	1%	0%	CNC(=O)CSCc1c(F)cccc1Cl
40	-4%	-2%	x	10%	3	-15%	12%	-6%	6%	COc1ccc(-c2noc3c2-c2nc(C4CCCCC4)sc2CC3)cc1
41	1%	i	0%	8%	2	-6%	10%	5%	-5%	CC1(C)CC(=O)C=C(NC2CC(C)(C)NC(C)(C)C2)C1
42	0%	-10%	x	-9%	2	6%	42%[activator]	-15%	-8%	CCOC(=O)c1cnc(SCC#N)nc1N
43	-14%	-10%	-29%	-9%	-6	8%	51%[activator]	-24%	-1%	CC(C)c1nc(CNC(=O)CC2C(=O)NCCN2Cc2ccoc2)cs1 (stereo not given)
44	-18%	6%	-32%	-16%	2	-6%	12%	-9%	-6%	Cc1cc(N2CCN(C)CC2)nc2ccc(NC(=S)N3CCN(c4cccc(Cl)c4)CC3)cc12
45	-13%	-7%	15%	1%	-3	2%	27%	-21%	-1%	Cc1ccc(NC(=O)COC(=O)CNC(=O)C2CCCCC2)c(Br)c1
46	-22%&-2%	0%	44%	-4%&-1%	0&0	2%&-22%	35%&34%	1%&9%	-4%&8%	O=c1[nH]c(C2CCCN(S(=O)(=O)c3ccccc3)C2)nc2c1nnn2Cc1ccc(OC(F)(F)F)cc1 (stereo not given)
47	-8%	-4%	10%	-12%	8	7%	40%[activator]	-14%	3%	CCC1(c2ccc(F)cc2)NC(=O)N(CC(=O)Nc2ccc(S(N)(=O)=O)cc2)C1=O (stereo not given)
48	12%	i	-47%[59 µM]	u	1	-33%	-4%	4%	-4%	COc1ccc(C(=O)Nc2ccccc2NC(=O)c2ccco2)cc1OC
49	-12%	7%	-5%	-12%	-5	-29%	10%	-11%	4%	COc1cccc(OC)c1C(=O)Nc1cc(C)nn1-c1nc2ccccc2[nH]1
50	4%	4%	x	x	2	-8%	18%	-5%	-20%	O=C(CCCCC(=O)NN=Cc1ccc(Cl)cc1)NN=Cc1ccc(Cl)cc1
51	1%	i	u	u	2	u	u	-12%	10%	O=C(NC(=S)N1CCN(c2ccc(Cl)cc2[N+](=O)[O-])CC1)c1cccs1
52	-4%	-3%	8.9µM*	-23%	1	6.3µM*	13%	-21%	2%	COc1ccc(Cc2n[nH]c(=S)n2-c2ccc3c(c2)OCCO3)cc1
53	-15%	0%	5%[12.7 µM]	1%	-15	5%[11.4 µM]	39%	-5%	-1%	COCc1cc(C)nc(SCC(=O)Nc2ccc(C)c(C)c2)c1C#N
